# Mdm2 MdmX PPI: inhibitors of human Mdm2-MdmX association, primary screen, cell-based, luminescence, split luciferase, SaOS-2, uHTS | Protein Mdm4 (Homo sapiens) + E3 ubiquitin-protein ligase Mdm2 (Homo sapiens), … | SaOS-2 split-luciferase Mdm2/MdmX complementation | inhibition, % at 8 µM | 330,000 tested, 3% active;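 active = inhibition of at least 50% at 8 µM in the primary screen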
# Target sequence (O15151 whole entry, looked up): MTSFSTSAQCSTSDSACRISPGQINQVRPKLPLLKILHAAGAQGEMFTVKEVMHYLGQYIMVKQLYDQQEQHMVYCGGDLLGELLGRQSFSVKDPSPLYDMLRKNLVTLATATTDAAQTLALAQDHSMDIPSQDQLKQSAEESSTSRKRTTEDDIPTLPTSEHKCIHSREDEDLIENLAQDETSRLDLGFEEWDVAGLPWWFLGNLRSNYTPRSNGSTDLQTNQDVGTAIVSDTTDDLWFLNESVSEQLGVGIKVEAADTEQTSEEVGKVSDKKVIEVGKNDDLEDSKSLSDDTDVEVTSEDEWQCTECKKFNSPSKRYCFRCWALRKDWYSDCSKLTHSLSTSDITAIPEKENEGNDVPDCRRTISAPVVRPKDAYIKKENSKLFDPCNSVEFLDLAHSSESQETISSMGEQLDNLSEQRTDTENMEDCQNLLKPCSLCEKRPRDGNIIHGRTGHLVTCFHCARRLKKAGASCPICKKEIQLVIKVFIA
# Target sequence (Q00987 whole entry, looked up): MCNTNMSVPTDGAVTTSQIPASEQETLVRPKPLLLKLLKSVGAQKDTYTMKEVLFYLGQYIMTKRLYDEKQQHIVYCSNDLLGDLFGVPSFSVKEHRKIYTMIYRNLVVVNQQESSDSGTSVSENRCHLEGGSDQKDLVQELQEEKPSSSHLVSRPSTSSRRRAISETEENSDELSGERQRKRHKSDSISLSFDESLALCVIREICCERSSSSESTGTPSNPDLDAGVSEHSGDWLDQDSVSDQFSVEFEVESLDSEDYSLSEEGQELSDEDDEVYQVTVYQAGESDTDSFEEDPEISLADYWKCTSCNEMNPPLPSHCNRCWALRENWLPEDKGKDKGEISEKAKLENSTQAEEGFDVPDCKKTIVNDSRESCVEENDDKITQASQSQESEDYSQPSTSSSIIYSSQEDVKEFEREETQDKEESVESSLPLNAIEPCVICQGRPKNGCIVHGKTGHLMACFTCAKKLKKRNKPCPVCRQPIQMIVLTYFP
# Jurkat NFkB inh: inhibitors of induced NF-kB luciferase reporter, primary screen, TCR NF-kB activation inhibitor project, cell-based, luminescence, uHTS; AID 435003, 2010; Jurkat, PMA/ionomycin-induced NF-kB luciferase reporter; 330,000 tested, 0.53% active; inhibition, % at 4 µM; in the data active = inhibition above about 50%
# tim23-1 inh: growth inhibitors of tim23-1 mutant yeast, primary screen, luminescence, uHTS; S. cerevisiae tim23-1 growth, BacTiter-Glo luminescence, 24 h; inhibition, % at 20 µM; 330,000 tested, 1.3% active;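 active = growth inhibition of the mutant yeast at or above 50%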;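 note: temperature-sensitive mutant grown at 25 °C; plate controls were DMSO-treated mutant yeast for no effect and medium wells lacking yeast for full effect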
# 697 NFkB inh: inhibitors of PMA/ionomycin-induced NF-kB reporter, 697 cells, primary screen, B-cell NF-kB inhibitor project, cell-based, luminescence, uHTS; 697 B-cell NF-kB luciferase reporter, 16 h; inhibition, % at 4 µM; 330,000 tested, 0.33% active; AID 435022, 2010; in the data active = inhibition above about 35%
# TIM10 inh: growth inhibitors of isogenic TIM10 control yeast, primary screen, counter-screen for tim10-1 yeast inhibitor project, luminescence, uHTS; S. cerevisiae TIM10 strain growth, BacTiter-Glo luminescence, 24 h; AID 463195, 2010; 330,000 tested, 1.4% active; inhibition, % at 10 µM;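 active = inhibition of 40% or more at the single tested concentration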;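 note: wild-type TIM10 isogenic control strain grown at permissive 25 °C; 0% = DMSO yeast wells and 100% = minimal medium wells without yeast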
# UPR CHOP act: activators of apoptotic CHOP UPR arm, primary screen, cell-based, CHO-CHOP luciferase reporter, luminescence, uHTS | UPR activation; percent of tunicamycin response over DMSO baseline | activation, % at 10 µM | 330,000 tested, 0.34% active | AID 449763, 2010;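 active = at 10 µM dose, activation of 40% or more, normalized to positive control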;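 note: 100% = tunicamycin at 10 µg/mL and 0% = DMSO alone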
#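 System: CHO-CHOP luciferase reporter cell line | Buffer or medium: F12 medium containing 10% fetal bovine serum | Doses: One dose, 10 µM in 0.5% DMSO | Times: 6 h compound exposure at 37 °C after overnight seeding | Signal: Luciferase luminescence | Read-out: % activation vs tunicamycin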
# UPR XBP1 act: activators of adaptive XBP1 UPR arm, primary screen, cell-based, CHO-XBP1 luciferase reporter, luminescence, uHTS. IRE1-XBP1 UPR activation; percent of tunicamycin response, DMSO as zero. activation, % at 20 µM. 330,000 tested, 0.33% active;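 active = versus positive control, 20 µM dose yields 30% or more activation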;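 note: 100% = tunicamycin at 10 µg/mL and 0% = DMSO only wells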
#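 assay system = CHO-XBP1 luciferase reporter cells | amount = 1000 cells/well | buffer or medium = F12 plus 10% FBS | compound dosing = single point, 20 µM final compound, 1% DMSO | incubation = 16-18 h cell attachment at 37 °C, then 6 h compound exposure | detection = Steady-Glo luminescence read | controls = tunicamycin 10 µg/mL and vehicle-only wells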
# tim10-1 inh: growth inhibitors of tim10-1 mutant yeast, primary screen, luminescence, uHTS; 330,000 tested, 2.2% active; S. cerevisiae tim10-1 ts strain growth, BacTiter-Glo, 24 h; inhibition, % at 20 µM;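 active = inhibition of at least 40%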;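 note: mutant grown at 25 °C; 0% = DMSO wells with yeast and 100% = wells holding no yeast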
# * hit, by the source's call; nt = no result given. No enrichment for hits. About 6.6% of those tested had a hit in this group.
# The first 3 entries, to show the layout:
SMILES,Mdm2 MdmX PPI,Jurkat NFkB inh,tim23-1 inh,697 NFkB inh,TIM10 inh,UPR CHOP act,UPR XBP1 act,tim10-1 inh
Cc1ccc([N+](=O)[O-])c(OCc2ncc(Cl)n2C)c1,-5,-13,16,-26,3,11,2,5
CC1(C)SC2c3ccccc3C(=O)N2[C@@H]1C(=O)NCCCN1CCOCC1 (stereo partly drawn),32,-6,24,0,-1,-0.3,1,-1
CC(=O)N1CCCN(Cc2cn(-c3ccc(C)cc3)nc2-c2ccc(F)cc2)CC1,4,5,15,17,18,0.9,0,20

# The listing, from the first entry:
SMILES,Mdm2 MdmX PPI,Jurkat NFkB inh,tim23-1 inh,697 NFkB inh,TIM10 inh,UPR CHOP act,UPR XBP1 act,tim10-1 inh
Cc1ccc([N+](=O)[O-])c(OCc2ncc(Cl)n2C)c1,-5,-13,16,-26,3,11,2,5
CC1(C)SC2c3ccccc3C(=O)N2[C@@H]1C(=O)NCCCN1CCOCC1 (stereo partly drawn),32,-6,24,0,-1,-0.3,1,-1
CC(=O)N1CCCN(Cc2cn(-c3ccc(C)cc3)nc2-c2ccc(F)cc2)CC1,4,5,15,17,18,0.9,0,20
COc1ccc(NC(=S)Nc2ccc3cn[nH]c3c2)cc1,8,-24,32,-28,10,1.5,-2,22
O=C(NCc1ccco1)C(=O)NCC1OCCN1S(=O)(=O)c1ccc(F)cc1 (stereo not drawn),-17,-8,-12,2,-18,2.1,-1,-13
CCN(CC(=O)Nc1ccc2c(c1)OCCO2)C(=O)CC1CCCC1,5,-2,2,-2,14,-0.8,0,11
CCCOC(=O)/C(=C\c1ccc([N+](=O)[O-])o1)NC(=O)c1ccccc1,1,1,42,-3,54*,-0.5,-2,56*
COc1ccccc1C(=O)NCCC(=O)N(C)CC(=O)Nc1c(Cl)cccc1Cl,-17,-1,-2,17,4,1.2,-3,-7
O=C(O)CCCNC(=O)CCCNC(=O)C(c1ccccc1)c1ccccc1,-12,-15,10,4,8,-0.8,-1,9
CCn1c(SCC(=O)N/N=C/c2c[nH]c3ccccc23)nnc1-c1ccc(C)cc1,-16,2,-7,6,3,-0.1,-2,-6
CC(C)Nc1c(N)c(=O)oc2ccccc12,-8,10,8,11,8,0.2,-2,10
CCCCCn1c(CN2CC(C)OC(C)C2)nc2c1c(=O)n(C)c(=O)n2C (stereo not drawn),-14,20,5,-19,-2,1.8,-3,7
COc1cc(-n2nc(C)c3c2OC(N)=C(C#N)C3c2ccccc2)c(Cl)c(Br)c1O (stereo not drawn),-4,-6,30,-12,17,5.0,1,25
COc1ccc(Cl)cc1NC(=S)N1CCN(c2ccccn2)CC1,6,3,12,11,-3,-3.1,-4,19
Cc1onc(-c2c(Cl)cccc2Cl)c1C(=O)Nn1cnnc1,14,-7,15,2,8,-3.0,-1,8
Cc1ccc(C)c(S(=O)(=O)NCc2ccc(C(=O)N3CCN(c4ccccc4)CC3)cc2)c1,29,9,30,-19,18,1.7,-3,36
Cc1ccnc(SCC(=O)N2CCCc3ccccc32)n1,10,-4,15,14,5,2.0,-1,8
Cn1nnnc1SCC(=O)Nc1ccc(Br)cc1Br,-20,-13,6,-6,5,4.7,3,0
CC(C)c1nccn1CCC(=O)O,5,2,4,12,5,-0.7,-2,-14
Cc1ccc(S(=O)(=O)N/N=C/c2cc(Br)ccc2O)cc1,14,-1,36,-44,9,0.4,0,23
Cc1cc(NC(=O)c2cc(C)on2)n(-c2ccccc2)n1,-4,-7,-11,-9,5,1.3,-3,5
COc1ccc(NC(=O)COC(=O)Cn2cnc3ccccc32)cc1,12,-1,6,13,0,0.3,0,1
Cc1nc(-c2ccc(S(=O)(=O)N3CCN(C(c4ccccc4)c4ccccc4)CC3)s2)cs1,-3,0,5,5,17,1.3,0,-2
Cc1cc(C)nc(NC(=O)c2cccs2)c1,-12,-14,1,-28,-2,1.3,1,6

# Entries from the list above containing a Cl atom, in the order listed:
SMILES,Mdm2 MdmX PPI,Jurkat NFkB inh,tim23-1 inh,697 NFkB inh,TIM10 inh,UPR CHOP act,UPR XBP1 act,tim10-1 inh
Cc1ccc([N+](=O)[O-])c(OCc2ncc(Cl)n2C)c1,-5,-13,16,-26,3,11,2,5
COc1ccccc1C(=O)NCCC(=O)N(C)CC(=O)Nc1c(Cl)cccc1Cl,-17,-1,-2,17,4,1.2,-3,-7
COc1cc(-n2nc(C)c3c2OC(N)=C(C#N)C3c2ccccc2)c(Cl)c(Br)c1O (stereo not drawn),-4,-6,30,-12,17,5.0,1,25
COc1ccc(Cl)cc1NC(=S)N1CCN(c2ccccn2)CC1,6,3,12,11,-3,-3.1,-4,19
Cc1onc(-c2c(Cl)cccc2Cl)c1C(=O)Nn1cnnc1,14,-7,15,2,8,-3.0,-1,8

# (further entries)
SMILES,Mdm2 MdmX PPI,Jurkat NFkB inh,tim23-1 inh,697 NFkB inh,TIM10 inh,UPR CHOP act,UPR XBP1 act,tim10-1 inh
O=C(NNCc1ccc(O)cc1)c1ccccc1Cl,10,-31,6,-46,2,3.4,-5,6
CCCCn1c(N)c(N(CCOC)C(=O)c2cc3c(s2)CCC(C)C3)c(=O)[nH]c1=O (stereo not drawn),-18,7,14,10,10,-1.4,-1,6
COc1ccc(S(=O)(=O)N2CCCCC2)cc1NC(=O)CCCOc1ccccc1,3,-5,23,4,5,-0.9,-4,7
COc1cccc(-n2c(SCC(=O)NCc3cccs3)nc3ccccc3c2=O)c1,12,-5,8,15,10,1.4,-2,9
CCOP(=O)(OCC)C(NC(=O)Nc1ccccc1)C(N)=O (stereo not drawn),-12,7,19,4,-7,1.5,-1,-1
CC1CC(C)(C)CC2(C1)NC(=O)N(CC(=O)OCc1ccc(Br)cc1)C2=O (stereo not drawn),23,-10,10,8,-2,2.1,3,14
Cc1ccc(C(=O)N(CN2CCCC2=O)c2ccccc2)cc1C,5,1,-2,17,14,0.1,-2,17
O=C(COc1cccc(Br)c1)Nc1ccc(Cl)c(S(=O)(=O)N2CCOCC2)c1,16,1,32,-3,20,-0.7,-4,22
O=S(=O)(Nc1ccc(-n2cccc2)cc1)c1ccc(Cl)cc1Cl,-33,9,13,-5,33,0.6,2,48*
CCOc1cc(S(=O)(=O)Nc2ncn[nH]2)ccc1Br,-2,1,-3,10,-3,2.1,-2,-4
O=C(O)C1CCCCC1C(=O)Nc1ccccn1 (stereo not drawn),-4,12,6,-1,9,-1.1,-1,7
COCCN1Cc2cccc(C(=O)NCc3cccs3)c2C1=O,-17,-6,-5,-1,5,-1.6,-2,12
O=C(N=C1SC2CS(=O)(=O)CC2N1c1ccc(F)cc1F)C1CC1 (stereo not drawn),3,2,0,13,3,1.0,-3,-1
C=CCc1cccc(/C=N/NC(=O)CNc2cccc3ccccc23)c1O,71*,-2,57*,7,19,1.5,4,27
COc1ccc(/C=C(/NC(=O)c2ccc([N+](=O)[O-])cc2)C(=O)NCCCN(C)C)cc1,5,11,4,21,20,0.9,0,11
O=C(CNC(=O)C1CCCCC1)Nc1cc(Cl)cc(Cl)c1,14,5,4,21,41*,0.9,0,15
COc1ccccc1NC(=O)C(C)OC(=O)CN1C(=O)C2CC=CCC2C1=O (stereo not drawn),-6,-2,-2,21,1,-0.7,-1,-4
CC(C)NC(=O)c1ccc(CS(=O)(=O)c2ccc(Br)cc2)o1,16,2,15,-4,-6,0.9,0,0
COc1cccc(C(=O)Nc2ccc(C(=O)c3ccncc3)cc2)c1,13,-2,22,-7,-11,0.2,1,-37
COc1ccc(OC)c(NC(=O)CC2(CC(=O)O)CCCC2)c1,-9,-10,0,3,-18,-2.1,-4,22
Cc1onc(-c2ccccc2)c1C(=O)N1CCN(c2ccccn2)CC1,14,2,15,12,12,0.4,-2,8
Cc1ccc(Nc2ncccc2C(=O)NCc2cccs2)c(C)c1,-2,-5,36,-10,51*,-0.7,-3,49*
CCC(C(=O)O)n1cnc2scc(-c3ccc(C)c(C)c3)c2c1=O (stereo not drawn),28,8,10,19,-4,0.6,-2,10
CC(=O)Nc1ccc(-c2csc(NC=C3C(=O)OC(C)(C)OC3=O)n2)cc1,-36,-10,9,-15,11,0.9,3,4
O=C(Nc1ccc(Cl)cc1C(=O)NCc1cccnc1)c1ccco1,14,8,4,9,8,0.7,-2,11
CCCCNC(=S)N/N=C/c1ccc(C)s1,-7,-4,38,-29,58*,1.5,-1,57*
CCNC(=O)Cn1cc(C(F)(F)F)cc(Cl)c1=O,31,-2,-10,16,0,0.5,1,7
COC(=O)C1=COC(C)C2CN3CCc4c([nH]c5ccccc45)C3CC12 (stereo not drawn),-1,-17,17,6,7,-0.9,-1,11
COc1cc(C(=S)N2CCC(C(N)=O)CC2)ccc1O,1,-4,5,4,9,1.5,1,6
CSc1cccc(-n2ccc(=O)c(C)c2C)c1,6,-9,5,11,-11,-0.2,-4,8
CC(=O)Nc1ccc(OCC(O)Cn2nc(C)c(Br)c2C)cc1 (stereo not drawn),-10,9,10,6,-11,-1.3,-3,1
O=C(COC(=O)c1ccc(Cl)nc1)Nc1ccc2c(c1)OCCO2,-2,8,15,17,-19,1.9,0,-9
O=C(c1ccccc1F)N1CCN(Cc2cccc(Cl)c2)CC1,7,-11,23,-15,13,0.1,2,21
Nn1c(SCC(=O)Nc2ccc(N3CCOCC3)cc2)nnc1-c1ccccc1F,-2,-12,24,-19,-2,1.8,7,-3
CO[C@H]1CC[C@@]2(C)[C@@H](CC[C@@H]3[C@@H]2CC[C@@]2(C)[C@H]3C[C@H](C(=O)N[C@@H](CCCN=C(N)N)C(=O)NCC(=O)N[C@@H](CC(=O)O)C(N)=O)O[C@]23CCCO3)C1,14,nt,29,0,-11,1.6,4,16
CCc1cccc2c(C(=O)CN3C(=O)NC4(CCCCC4)C3=O)c[nH]c12,6,6,9,-15,-13,-0.5,6,-3
CCOc1ccccc1NC(=O)CCS(=O)(=O)c1ccc2c(c1)CC(C)N2C(C)=O (stereo not drawn),-1,16,17,-3,11,1.2,-1,19
Cc1nc(-c2cccc(S(=O)(=O)N3CC(C)OC(C)C3)c2)cs1 (stereo not drawn),-23,-7,13,4,7,-0.7,3,12
CCN(CC(=O)N1CCCC1)S(=O)(=O)c1cc(C)ccc1OC,-24,-12,24,-56,-7,0.9,-5,10
CN(C)CCCNc1ccc(-c2n[nH]c(=O)c3ccccc23)cc1[N+](=O)[O-],-1,-7,1,-4,-18,2.3,1,1
O=C1/C(=C/C=C/c2ccco2)SC(=S)N1NS(=O)(=O)c1ccccc1,25,5,16,-8,6,0.5,-1,37
CCOc1ccc2ccccc2c1CNc1nnnn1CC,-17,-3,19,10,-7,-1.3,-2,0
Cn1nnnc1SCc1ccc(CSc2nnnn2C)cc1,20,13,-9,21,11,-1.0,-2,12
Cc1cccc(/N=C/c2c(O)cc(C)oc2=O)n1,-3,3,13,24,7,-1.8,2,-4
CSc1ccc(CCNC(=O)CN2C(=O)c3cccnc3Oc3ccc(C)cc32)cc1,10,2,13,-15,-9,-0.7,-4,22
CCOc1ccc(N(CC(=O)Nc2cccnc2)S(C)(=O)=O)cc1,15,19,3,4,11,-1.3,-1,-4
CC1=NN(C(N)=S)C(=O)C1N=Nc1ccc(Br)cc1 (stereo not drawn),-78,-93,13,-314,-12,5.2,-1,13
CC1(C)CC(=O)C(=C2SCCCS2)C(=O)C1,2,5,1,16,3,2.0,0,11
CC1(C)CC(=O)C=C(NC2CC(C)(C)NC(C)(C)C2)C1,-9,20,-2,11,-2,0.5,1,-8
